Bioassay records deposited in PubChem BioAssay by National Center for Advancing Translational Sciences (NCATS).
POLH inh: qHTS for Inhibitors of Polymerase Eta. Potency, µM (titrated, usually from 114 µM), for inactives: at the highest dose activity change, negative = inhibition, most hits filed as inhibitors. 390,000 compounds, 1.2% hits. DNA polymerase eta (Homo sapiens), Q9Y253. recombinant Pol eta, fluorescent DNA replication assay. AID 588591, 2011; further: potency means the concentration at half of the fitted maximal effect; on the % scale 0 is the no-effect control and ±100 the full control effect
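Fluorescent replication assay: 50 nM final substrate added after a 15 min room-temperature compound preincubation with 10 nM enzyme. Signal taken at 0 min and again at 10 min.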
Anesthetic bind: qHTS Assay for Identification of Novel General Anesthetics; apoferritin/1-aminoanthracene competitive binding, fluorescence; Potency, µM (doses to about 77.5 µM), for inactives: top-dose activity change, negative = displacement, most hits filed as inhibitors; 350,000 compounds, 0.074% hits; AID 485281, 2010; further: potency means the concentration at half of the fitted maximal effect; on the % scale 0 is the no-effect control and ±100 the full control effect; nearly all actives have a fitted effect of over 20% in size
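Steps: apoferritin (10 uM) was premixed with half-saturated 1-AMA in PBS, compounds were pin-transferred, plates stood 10 min at room temperature, fluorescence was read at 380/535 nm, and curves were fitted with a Hill equation.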
BLM inh: qHTS Assay for Inhibitors of Bloom's syndrome helicase (BLM). Potency, µM (top dose mostly 56.1 µM), without a hit: at the highest dose activity change, negative = inhibition, most hits filed as inhibitors. recombinant BLM DNA unwinding, fluorescence dequenching. 350,000 compounds, 0.2% hits;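 further: potency means the concentration at half of the fitted maximal effect; plate controls were vehicle for no effect and no enzyme for full effect; nearly all actives have a fitted effect of over 35% in size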
APEX1 inh: qHTS Assay for Inhibitors of the Human Apurinic/apyrimidinic Endonuclease 1 (APE1). DNA repair nuclease/redox regulator APEX1 (Homo sapiens), P27695. recombinant APE1, TAMRA/BHQ-2 abasic DNA cleavage fluorescence. Potency, µM (series often up to 65.8 µM), inactives show top-dose activity change, negative = inhibition, usual class: inhibitors. 350,000 compounds, 0.35% hits;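 further: potency means the concentration at half of the fitted maximal effect; plate controls were vehicle for no effect and reference inhibitor for full effect; nearly all actives have a fitted effect of over 55% in size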
Target sequence (P27695 whole entry, looked up): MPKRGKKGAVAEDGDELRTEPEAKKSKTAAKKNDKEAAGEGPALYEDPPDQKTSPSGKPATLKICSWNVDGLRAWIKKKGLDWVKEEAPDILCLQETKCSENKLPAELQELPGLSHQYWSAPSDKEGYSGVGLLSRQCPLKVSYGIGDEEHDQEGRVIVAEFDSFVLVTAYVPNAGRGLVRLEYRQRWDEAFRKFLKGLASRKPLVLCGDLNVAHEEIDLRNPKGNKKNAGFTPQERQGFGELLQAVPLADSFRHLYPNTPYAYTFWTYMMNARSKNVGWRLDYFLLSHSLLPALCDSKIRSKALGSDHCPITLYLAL
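Substrate: short duplex with […] THF abasic site, 5'-TAMRA and 3'-BHQ-2, 50 nM final. APE1 at 0.75 nM, preincubated 15 min RT with compound. Fluorescence increase from first to third read measured activity.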
LDHA inh: qHTS assay for inhibitors of human lactate dehydrogenase; purified LDHA, NADH/diaphorase-resazurin fluorescence; active compounds read low; activity change, % (values are at about 110 or 230 µM); 480,000 compounds, 0.15% hits; AID 1347041, 2019; in the data active means activity change below about -30%; inconclusive means mostly about -25% to -30%;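 further: plate controls were DMSO wells for no effect and wells without enzyme for full effect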
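Remaining NADH was detected by diaphorase (0.133 mg/mL) converting 37 µM resazurin to fluorescent resorufin, read at 0 and 20 minutes. The preceding 5-minute room-temperature reaction used 2 nM LDHA, 0.2 mM sodium pyruvate and 0.06 mM NADH at pH 7.4.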
POLI inh: qHTS for Inhibitors of Polymerase Iota; Pol iota fluorescent replication assay, 10 min; Potency, µM (top dose mostly 115 µM), without a hit: at the top dose activity, negative = inhibition, usual class: inhibitors; 390,000 compounds, 1% hits; AID 588590, 2011; further: potency means the concentration at half of the fitted maximal effect
Target sequence (Q9UNA4 whole entry, looked up): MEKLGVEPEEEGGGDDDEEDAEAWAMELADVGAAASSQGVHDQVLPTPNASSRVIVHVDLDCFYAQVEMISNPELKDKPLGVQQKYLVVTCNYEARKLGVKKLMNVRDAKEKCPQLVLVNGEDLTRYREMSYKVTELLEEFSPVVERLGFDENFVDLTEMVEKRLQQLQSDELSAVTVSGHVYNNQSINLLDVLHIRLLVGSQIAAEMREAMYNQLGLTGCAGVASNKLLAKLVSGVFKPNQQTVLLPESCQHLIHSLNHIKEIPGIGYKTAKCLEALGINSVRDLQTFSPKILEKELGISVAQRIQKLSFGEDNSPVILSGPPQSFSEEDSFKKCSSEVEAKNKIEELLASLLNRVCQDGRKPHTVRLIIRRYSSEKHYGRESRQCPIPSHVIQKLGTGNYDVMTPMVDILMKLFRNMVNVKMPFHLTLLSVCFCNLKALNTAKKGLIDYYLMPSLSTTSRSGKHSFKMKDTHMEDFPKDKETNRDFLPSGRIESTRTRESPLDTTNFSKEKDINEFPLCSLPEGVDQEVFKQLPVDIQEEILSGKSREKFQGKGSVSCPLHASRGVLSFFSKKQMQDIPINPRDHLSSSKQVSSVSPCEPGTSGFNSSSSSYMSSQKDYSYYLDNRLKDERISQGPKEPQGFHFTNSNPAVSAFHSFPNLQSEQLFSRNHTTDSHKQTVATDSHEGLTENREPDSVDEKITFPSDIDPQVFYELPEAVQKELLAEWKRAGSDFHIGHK
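Pol iota at 10 nM preincubated 15 min with compounds at room temperature; reaction started with fluorescent substrate, 50 nM final. Fluorescence read kinetically at 0 and 10 min; buffer-only wells as negative control.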
GRP78 ERSR act: qHTS for Inducers of the Endoplasmic Reticulum Stress Response (ERSR) in Human Glioma: qHTS | U87-MG GRP78 promoter luciferase reporter, 16 h | 420,000 compounds, 0.02% hits | Potency, µM, without a hit: at the top dose activation, hits mostly activators; further: potency means the concentration at half of the fitted maximal effect; series mostly up to about 76 µM; % of control where 0% means no effect; nearly all actives have a fitted effect of over 35% in size
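ERSR induction read as luciferase luminescence (Bright-Glo, 10 min at room temperature) in stably transfected human U87-MG glioma cells exposed to compounds for 16 h, using GRP78 as sensor.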
Pol beta inh: qHTS Assay for Inhibitors of DNA Polymerase Beta. 340,000 compounds, 1.3% hits. Potency, µM (highest dose often 114 µM), for the others: top-dose activity change, negative = inhibition, hits mostly inhibitors. Pol beta primer extension/strand displacement, fluorescence kinetic; further: potency means the concentration at half of the fitted maximal effect; on the % scale 0 is the no-effect control and ±100 the full control effect
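Preincubation: enzyme (10 nM) with compound, 15 min, RT. Reaction: substrate added to 50 nM final. Reads: 0 and 10 min. Analysis: normalized, Hill fit.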
POLK inh: qHTS for Inhibitors of Polymerase Kappa; purified Pol kappa, fluorescent DNA synthesis assay, 10 min; 400,000 compounds, 0.53% hits; Potency, µM (doses to about 107 µM), without a hit: at the top dose activity, negative = inhibition, hits mostly inhibitors; AID 588579, 2011; further: potency means the concentration at half of the fitted maximal effect; on the % scale 0 is the no-effect control and ±100 the full control effect
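Kinetic fluorescence readout at 0 and 10 min followed reaction start with substrate at 50 nM final. Beforehand, enzyme (10 nM Pol kappa) stood 15 min with compound at room temperature; buffer-only wells were negative controls.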
* hit, by the source's call; ? = inconclusive; nt = not tested or not shown; [ ] = another dose, or the depositor's remark. Unless noted, the call rests on the fitted dose curve; in most records, active means well fitted curve in the direction sought with a large enough effect; inconclusive means small, poorly fitted or top-dose-only effect, or another doubt; inactive means no such curve, though single readings can be large; an effect the other way counts as inactive or inconclusive. This is a subset; rates above refer to the full screens.

SMILES | POLH inh | Anesthetic bind | BLM inh | APEX1 inh | LDHA inh | POLI inh | GRP78 ERSR act | Pol beta inh | POLK inh
Cc1nccn1CCc1n[nH]c(=S)n1Cc1ccccc1 | -1.8% | 0.5% | 1.0% | 12.6% | -3.0 | 2.5% | 2.3% | 19.4% | -8.6%
O=S(=O)(Nc1cc(F)ccc1F)c1cccc2nonc12 | ? | -18.0% | -4.0% | 22.8% | -0.6 | -22.7% | -7.7% | ? | -3.7%
COc1ccc(NS(=O)(=O)c2cc(NC(=O)CCNC(C)=O)ccc2N2CCOCC2)cc1 | -13.2% | nt | nt | 2.2% | 2.0 | 20.4% | -0.1% | nt | 5.5%
Cc1cccc(NC(=O)NNC(=O)c2ccc(C)c([N+](=O)[O-])c2)c1 | -9.7% | -3.7% | -2.1% | 2.4% | -1.1 | -12.3% | -4.8% | 29.4% | 8.1%
O=C(CN1C(=O)NC2(CCCCC2)C1=O)N1CCN(S(=O)(=O)c2cccc([N+](=O)[O-])c2)CC1 | -5.8% | nt | nt | 20.3% | -2.4 | -7.5% | -3.9% | nt | -3.2%
COc1ccc(-c2nc3ccccc3n2Cc2ccc(C(C)C)cc2)cc1 | -16.5% | 78.2%[activator] | -11.3% | nt | 4.8 | ? | 3.2% | 0.1% | -10.5%
Cc1ccc(C(=O)NCC(=O)OCc2cc(=O)n3nc(C4CC4)sc3n2)cc1 | -1.4% | -6.0% | -1.6% | nt | -0.7 | 19.3% | -3.0% | 29.8% | 0.0%
Nc1ncccc1OCc1cccc(C(F)(F)F)c1 | -1.5% | -3.4% | -9.3% | -8.2% | 6.3 | 0.9% | 3.4% | -26.9% | -8.4%
O=[N+]([O-])c1nn(-c2ccc3c(c2)OCCO3)n(O)c1=NC1CCCCCC1 | 2.0% | -14.9% | -4.6% | -2.6% | 4.5 | 9.6% | 2.1% | -1.9% | -1.2%
CC(NC(=O)/C=C/c1ccc(Br)cc1)c1ccc(Cl)cc1 (configuration not stated) | 0.9% | -3.9% | 3.2% | 9.3% | 1.0 | 40.8%[activator] | -4.2% | 25.9% | -0.4%
O=C(Nc1ccc(F)cc1F)Nc1ccc(F)cc1F | -14.7% | -3.7% | -6.9% | ? | -5.1 | -0.8% | 7.9% | -27.6% | -2.1%
CCOc1ccccc1NC(=O)COC(=O)C(Cc1ccccc1)NC(=O)c1ccco1 (configuration not stated) | -23.8% | nt | nt | 5.2% | 1.4 | 15.4% | -1.8% | nt | -3.1%
NC(=O)c1ccc(NC(=O)CCc2nc3ccccc3s2)cc1 | -18.3% | -4.3% | -15.2% | 16.3% | -2.2 | ? | 0.8% | ? | -17.4%
COc1ccc(S(=O)(=O)n2cnc3ccccc32)cc1OC | -7.2% | -12.0% | -6.5% | 21.5% | 1.2 | 15.0% | -2.7% | 4.3% | -2.8%
C=CCc1cccc2cc(C(=O)N3CCN(c4ccccn4)CC3)c(=O)oc12 | -6.3% | -18.7% | -1.4% | ? | 4.4 | -11.1% | -1.6% | -21.6% | -4.1%
O=C(N/N=C/c1ccco1)c1csc2c1CCCC2 | -13.4% | -4.3% | -12.9% | 1.8% | 1.7 | ? | 2.0% | 6.6% | -13.6%
CCC1(c2ccccc2)NC(=O)N(CC(=O)NNC(=O)CCN2CCN(c3ccccc3)CC2)C1=O (configuration not stated) | -7.8% | nt | nt | 21.9% | -7.2 | 20.9% | -4.0% | nt | -4.7%
CCN(CC)CCNC(=O)C(C(=O)c1ccccc1)n1ccccc1=O (configuration not stated) | -18.9% | -1.6% | 0.5% | 11.5% | 1.8 | 17.6% | -3.8% | 28.6% | -0.8%
CCn1c(=O)[nH]c2ccccc2c1=O | 6.9% | -5.0% | -2.0% | 0.8% | -14.1 | 12.7% | -3.3% | 28.8% | 1.6%
COc1ccc(N(CC(=O)NC2CCCC2)C(=O)CCC(=O)Nc2cc(C)on2)c(OC)c1 | -13.1% | -15.0% | -0.6% | 5.1% | 0.0 | 2.8% | -3.8% | 44.8% | -10.0%
Cc1ccn2c(=O)c(C(=O)NCCCN3CCCC3=O)c(O)nc2c1 | -5.7% | 1.1% | -1.6% | 24.5% | 0.8 | 37.0%[activator] | -6.3% | -29.6% | 0.0%
COC(=O)c1cc(OC)c(OC)cc1NC(=O)CCC1CCCC1 | -14.6% | -0.4% | -7.5% | 12.8% | -2.6 | -13.8%[58.9 µM] | -3.7% | 20.3% | 2.6%
COc1cccc(CCc2nnc(CCC(=O)N3CCCC3c3nccs3)o2)c1 (configuration not stated) | -0.5% | -12.1% | -2.9% | -11.4% | -1.0 | 19.5% | 0.0% | 18.1% | 0.5%
CCOC(=O)c1[nH]c2ccccc2c1N=C(C)N(CC)CC | -13.9% | -7.6% | -0.2% | 0.5% | -1.4 | 6.9% | -4.9% | 1.6% | -6.7%
Cc1cc(C)c(NC(=O)c2ccc3c(c2)NC(=O)C(C)S3)c(C)c1 (configuration not stated) | -23.1% | nt | nt | 3.9% | -4.4 | 54.4%[activator] | -4.5% | nt | -8.2%
Other structures follow:
SMILES | POLH inh | Anesthetic bind | BLM inh | APEX1 inh | LDHA inh | POLI inh | GRP78 ERSR act | Pol beta inh | POLK inh
Cc1ccc(OCCCn2c(-c3ccc(Cl)cc3)nc3ccccc3c2=O)c(C)c1 | 1.7% | -5.2% | -4.5% | nt | -11.8 | -3.7% | -3.1% | -9.1% | -10.8%
Cc1cccc2c1N(CCOc1ccccc1)C(=O)C2=O | -31.0% | -19.4% | -17.3% | -3.2% | -0.1 | 48.3%[activator] | -2.9% | -24.9% | -9.3%
CCOC(=O)CCN1C(=O)[C@H]2[C@H]3[C@H](O)[C@H](O)C/C(=N/NC(=O)OCc4ccccc4)[C@H]3CC[C@@H]2C1=O | nt | -5.0%[15.3 µM] | -0.8%[12.4 µM] | 13.7%[12.4 µM] | nt | nt | -3.2% | nt | nt
CC(C)CCNC(=O)c1cc(Sc2ccc(F)cc2F)nc2ccccc12 | -11.2% | -9.0% | -2.1% | nt | -5.7 | -12.8% | -2.4% | -0.9% | -10.5%[60.1 µM]
O=C(NCc1ccccc1Cl)c1ccc2c(c1)SC1=NS(=O)(=O)CCN12 | -2.1% | -11.5% | -8.2% | 17.6% | -1.3 | 35.0%[activator] | -4.7% | 9.9% | 16.3%
O=C(NCCCN1CCOCC1)c1ccc(Sc2ccc(Br)cc2)c([N+](=O)[O-])c1 | -8.5% | -0.8% | 4.5% | -1.8% | 1.2 | 101.8%[activator] | -3.4% | 14.0% | -2.5%
O=C(CCc1nc2ccccc2[nH]1)N1CCN(C(=O)c2ccco2)CC1 | -15.3% | 0.5% | 0.8% | 1.9% | -2.8 | 0.7% | -5.2% | -0.5% | 12.9%
COc1ccc(/C=N/Nc2ccc(C(=O)O)cc2)c(OC)c1OC | -6.0% | 14.7% | -5.2% | 59.5%[activator] | -13.4 | 4.2% | 0.8% | 27.3% | -9.7%
O=c1[nH]c(=O)n(Cc2ccco2)c2c1C(C(F)(F)F)(C(F)(F)F)N=C(c1ccc(F)cc1)N2 | -9.9% | -12.0% | -10.0% | 2.8% | -9.6 | 5.5% | -2.9% | -18.4% | -11.3%
O=C(CCN1C(=O)S/C(=C\c2ccc(Cl)cc2)C1=O)Nc1ccc(C(=O)O)cc1 | -3.8% | -3.2% | -5.0% | ? | -6.7 | ? | -1.6% | 3.9% | -6.4%
O=C(CSc1n[nH]c(-c2ccccc2O)n1)NC1CCCCC1 | -11.3% | -20.2% | -3.3% | 47.4%[activator] | 7.0 | -11.9% | -1.8% | -13.5% | -3.1%
O=C(CSc1ncnc2nc[nH]c12)NCCc1ccccc1 | -3.8% | -6.4% | -4.2% | 2.6% | 1.0 | -10.3% | -2.3% | 9.1% | 7.9%
COc1ccc(CCn2c3c(c(=O)[nH]c2=O)C(NC(=O)c2ccc(C(C)(C)C)cc2)(C(F)(F)F)C(=O)N3)cc1OC (configuration not stated) | -7.7% | 0.1% | -2.3% | nt | -4.4 | 3.8% | -3.9% | -1.6% | -8.4%
Cc1ccc(CNC(=O)CCNS(=O)(=O)c2ccc3c(c2)c(=O)n(C)c(=O)n3C)cc1 | 0.8% | -10.4% | -1.5% | 13.6% | -4.7 | 0.3%[58.9 µM] | -2.8% | 0.1% | -8.6%
COc1ccc(C2c3ccc4ccccc4c3Oc3ncn(Cc4ccco4)c(=N)c32)cc1OC (configuration not stated) | -18.1% | 3.0% | 29.5% | -5.2% | -4.7 | 9.6% | -6.6% | 8.9% | -15.1%
CCOc1cc(/C=N/NC(=O)C(=O)NC)cc(Br)c1O | -12.5% | -5.8% | 2.7% | 15.9% | -0.6 | 1.1% | -4.2% | -1.7% | -11.8%
Cc1nn(-c2ccccc2)c(C)c1NC(=O)COC(=O)[C@@H](NC(=O)c1ccccc1)C(C)C | -14.4% | nt | nt | 1.1% | -2.7 | -12.4% | -3.9% | nt | -7.6%
N#CCCn1cc(/C=C2\NC(=S)N(c3ccccc3)C2=O)c(-c2ccc(F)cc2)n1 | -5.6% | -21.9% | -12.7% | 21.9% | -2.7 | 29.9% | -0.4% | ? | -11.7%
O=C(COc1ccccc1[N+](=O)[O-])NCCCN1CCCC1=O | -5.6% | nt | nt | 13.6% | -5.9 | 10.9% | -1.9% | nt | 1.3%

Two of these compounds in a different format.
SMILES	POLH inh	Anesthetic bind	BLM inh	APEX1 inh	LDHA inh	POLI inh	GRP78 ERSR act	Pol beta inh	POLK inh
N#CCCn1cc(/C=C2\NC(=S)N(c3ccccc3)C2=O)c(-c2ccc(F)cc2)n1	-5.6%	-21.9%	-12.7%	21.9%	-2.7	29.9%	-0.4%	?	-11.7%
O=C(COc1ccccc1[N+](=O)[O-])NCCCN1CCCC1=O	-5.6%	nt	nt	13.6%	-5.9	10.9%	-1.9%	nt	1.3%
